# GSK3beta inhib = human GSK3beta kinase inhibitors, primary screen, biochemical, cell-free homogeneous, HTS; GST-GSK3beta kinase, ADP-Glo luminescence, 60 min; active compounds read low; 300,000 tested, 0.038% active; Glycogen synthase kinase-3 beta (Homo sapiens), P49841; activity score (negative = inhibition), % at 10 µM;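 active = more than half of replicate wells score below -50%, meaning over 50% inhibition versus plate controls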;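 note: 0% = median DMSO wells and -100% = median GW8510 positive control wells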
#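 Test system – GST-tagged human GSK3beta kinase, cell-free · Incubation – 60 min enzyme reaction, room temperature · Signal – ADP-Glo luminescence · Also added – peptide substrate and ATP at 25 µM · Controls – DMSO neutral wells and GW8510 at 20 µM as positive · Buffer or medium – Tris/MgCl2 kinase buffer · Measure – Luminescence-derived activity versus plate DMSO and GW8510 wells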
# PolyA inhibitor = polyadenylation inhibitors in yeast reporter cells, primary screen, luminescence, S. cerevisiae; S. cerevisiae SKY197-pL101 polyadenylation reporter, beta-gal luminescence; efflux-impaired pdr1/pdr3 knockout yeast; score 100 = 6 SD above DMSO; calls only at 12 µM; 300,000 tested, 0.02% active; AID 1875, 2009;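 active = lowest replicate activity score at least 50, where 100 means six control SD above control mean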;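 note: yeast exposed to compound for 9 h at 30 °C; higher score means more reporter readthrough which indicates perturbed polyadenylation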
# KCNQ1 block = inhibitors of human KCNQ1 channel, primary screen, cell-based, thallium flux, high-throughput. Potassium voltage-gated channel subfamily KQT member 1 (Homo sapiens), P51787. CHO-K1 KCNQ1, FluxOR thallium flux fluorescence; active compounds read high. B-score at 10 µM. 310,000 tested, 1.3% active. AID 2642, 2010;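 active = compounds whose thallium flux B-score, printed positive for inhibition, exceeds three library SD while starting fluorescence stays within three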;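 note: channel opened by potassium depolarization with thallium stimulus after 20 min compound exposure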
# hERG protect = hERG rescue from dofetilide block, primary screen, cell-based, CHO-hERG, FluxOR thallium flux, dofetilide IC70; Voltage-gated inwardly rectifying potassium channel KCNH2 (Homo sapiens), Q12809; dofetilide IC70 present; activation (rescue from dofetilide block), less the hit threshold, % at 10 µM; 310,000 tested, 0.51% active; AID 1511, 2009;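 active = activation above the mean of controls blocked by dofetilide plus 5 SD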;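 note: thallium influx through hERG after potassium depolarization seen as dye fluorescence rise; in these data hits start at about 4.7%; inactives centre near -7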
# GSK3A inh = blockers of GSK3A enzyme activity – biochemical, luminescence, cell-free homogeneous, HTS, primary screen | Glycogen synthase kinase-3 alpha (Homo sapiens), P49840 | GSK-3 alpha kinase, ADP-Glo luminescence, 60 min | inhibition, % at 10 µM | 320,000 tested, 0.1% active | AID 2650, 2010;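 in the data active = inhibition above about 50%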;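 note: GST-tagged GSK-3 alpha with peptide substrate and 25 µM ATP; 0% = DMSO neutral wells and 100% = GW8510 positive control wells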
# Target sequence (P49840 whole entry, looked up): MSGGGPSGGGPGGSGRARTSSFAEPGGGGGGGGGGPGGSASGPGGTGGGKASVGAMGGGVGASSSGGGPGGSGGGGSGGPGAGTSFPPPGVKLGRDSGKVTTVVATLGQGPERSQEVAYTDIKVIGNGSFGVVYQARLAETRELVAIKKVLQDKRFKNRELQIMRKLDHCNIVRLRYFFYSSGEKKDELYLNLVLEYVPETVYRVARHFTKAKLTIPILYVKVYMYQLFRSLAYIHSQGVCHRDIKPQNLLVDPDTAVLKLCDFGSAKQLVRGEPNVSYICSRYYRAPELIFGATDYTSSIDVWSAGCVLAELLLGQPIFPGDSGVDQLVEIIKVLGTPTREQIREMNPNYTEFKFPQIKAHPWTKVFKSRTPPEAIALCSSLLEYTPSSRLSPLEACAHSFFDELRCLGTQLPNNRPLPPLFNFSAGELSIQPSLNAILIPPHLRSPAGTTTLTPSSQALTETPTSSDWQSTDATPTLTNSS
# RGS4 act = RGS4 potentiators or activators, primary screen, cell-based, HEK293 M3R inducible RGS4, calcium flux. carbachol calcium flux Fluo4; active compounds read low. B-score at 10 µM. 310,000 tested, 0.92% active;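 active = B-score of the integrated calcium signal more than 4 SD below the library mean, with starting fluorescence not abnormally high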;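 note: negative B-score means reduced calcium response which marks RGS4 activation or potentiation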
#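 Material: M3R-expressing HEK293 line, RGS4 induced by doxycycline | Schedule: Overnight RGS4 induction, 30 min dye load 37 °C, 20 min compound RT | Measured by: Fluo4 fluorescence kinetic imaging of calcium | Read-out: Integrated calcium ratio converted to B score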
# KCNK3 inh = human KCNK3 channel inhibitors, primary screen, CHO cells, FluxOR thallium flux, B-score; Potassium channel subfamily K member 3 (Homo sapiens), O14649; FluxOR fluorescence; active compounds read low; B-score at 10 µM; 340,000 tested, 0.84% active;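 active = B-score under library mean minus 4 SD, starting fluorescence ratio at most library mean plus 5 SD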;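 note: more negative B-score means stronger inhibition of thallium flux through KCNK3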
# Target sequence (O14649 whole entry, looked up): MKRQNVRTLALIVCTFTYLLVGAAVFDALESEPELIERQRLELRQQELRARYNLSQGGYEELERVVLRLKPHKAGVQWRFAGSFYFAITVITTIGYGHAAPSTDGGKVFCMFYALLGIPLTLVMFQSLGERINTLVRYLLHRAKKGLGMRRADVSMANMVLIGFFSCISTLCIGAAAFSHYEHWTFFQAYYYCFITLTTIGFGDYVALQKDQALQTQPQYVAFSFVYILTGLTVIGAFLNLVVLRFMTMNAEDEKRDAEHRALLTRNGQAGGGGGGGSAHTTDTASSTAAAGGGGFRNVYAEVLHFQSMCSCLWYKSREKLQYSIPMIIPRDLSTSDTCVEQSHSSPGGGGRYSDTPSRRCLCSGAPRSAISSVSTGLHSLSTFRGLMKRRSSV
# Dyrk1A ADPGlo = rat Dyrk1A kinase inhibitors, primary screen, biochemical, single point, plate reader; Dual specificity tyrosine-phosphorylation-regulated kinase 1A (Rattus norvegicus), Q63470; ADP-Glo luminescence, NFATc1 peptide; inhibition, % at 12.5 µM; 310,000 tested, 0.43% active; AID 504441, 2011; in the data active = inhibition above about 50%;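 note: plate controls were vehicle with enzyme for no effect and no enzyme for full effect; many of its hits are not listed in these tables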
# KCNK9 inh = KCNK9 potassium channel inhibitors, primary screen, HEK293 cells, thallium flux; FluxOR thallium flux fluorescence; active compounds read low; AID 488922, 2010; B-score at 10 µM; 310,000 tested, 1.2% active;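 active = ratio B-score over 3 SD below the library mean, with starting fluorescence within 5 SD of its mean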;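 note: negative B-score means less thallium flux so channel inhibition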
# KCNQ1 pot = potentiators or activators of KCNQ1 channel, primary screen, cell-based, thallium flux, high-throughput; Potassium voltage-gated channel subfamily KQT member 1 (Homo sapiens), P51787; CHO-K1 KCNQ1, thallium flux FluxOR fluorescence; active compounds read high; B-score at 10 µM; 310,000 tested, 0.35% active; AID 2648, 2010;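 active = fluorescence ratio B-score, a plate-corrected score, at least three library SD, with initial intensity B-score within 5 SD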
#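 Material: CHO-K1 cells stably expressing KCNQ1. Medium: assay buffer for compound exposure, DMSO matched across wells. Reagent: K+/Tl+ depolarizing stimulus. Compound dosing: single-concentration screen. Times: 37 °C overnight plating, 90-min dark dye load, 20-min compound pretreatment. Technique: FluxOR Tl+ flux fluorescence.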
# RGS4 block = RGS4 inhibitors, primary screen, cell-based, HEK293 M3R inducible RGS4, calcium flux; Regulator of G-protein signaling 4 (Homo sapiens), P49798; B-score at 10 µM; 310,000 tested, 0.45% active; Fluo-4 calcium flux; active compounds read high; triggered by carbachol at its EC20;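 active = B-score, a plate-corrected calcium signal, over three deviations above library mean, with baseline fluorescence within five deviations of library mean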;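 note: RGS4 expression induced by doxycycline in cells with stable M3 receptor; B-score is computed from the integrated fluorescence ratio over baseline after carbachol; higher B-score means a larger calcium signal and so more RGS4 inhibition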
# Target sequence (P49798 whole entry, looked up): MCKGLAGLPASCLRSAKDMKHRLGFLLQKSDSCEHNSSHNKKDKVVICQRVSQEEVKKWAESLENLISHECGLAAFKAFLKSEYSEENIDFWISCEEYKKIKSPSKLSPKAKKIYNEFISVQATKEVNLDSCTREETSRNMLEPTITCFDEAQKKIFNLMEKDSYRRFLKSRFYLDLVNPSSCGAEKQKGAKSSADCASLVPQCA
# * = called active by the depositor; i = inactive; . = no result given.
# Each structure is followed by: GSK3beta inhib	PolyA inhibitor	KCNQ1 block	hERG protect	GSK3A inh	RGS4 act	KCNK3 inh	Dyrk1A ADPGlo	KCNK9 inh	KCNQ1 pot	RGS4 block
> C/C(=C\C(=O)Nc1nccs1)c1ccccc1
  -2	i	i	2	-1	i	i	6	i	i	i
> Cc1ccccc1Nc1cc(C(=O)NCc2ccco2)c2ccccc2n1
  2	i	i	-9	4	i	i	-5	i	i	i
> O=C(Nc1cccc(F)c1)c1cccnc1NCCc1ccccc1
  0	i	i	-9	-2	i	i	-4	i	i	i
> Cc1ccc(C)c(-n2c(SCC(=O)NC(C(=O)O)C(C)C)nnc2-c2cccc(Cl)c2)c1 (stereo not drawn)
  8	i	i	-12	5	i	i	0	i	i	i
> Cc1ccccc1CN(C)CC(=O)Nc1c(C)cccc1C(C)C
  0	i	i	-15	-4	i	i	-1	i	i	i
> O=C(Nc1nnc(S(=O)(=O)N2CCCC2)s1)c1cccc([N+](=O)[O-])c1
  2	i	i	-10	0	i	i	3	i	i	i
> S=C(Nc1ccc(Cl)cc1)Nc1cccc2cnccc12
  -2	i	i	-13	5	i	i	26	i	i	i
> CCCCNS(=O)(=O)c1ccc2nc(-c3cccnc3)cc(C(=O)NCC(OC)OC)c2c1
  1	i	i	-5	-3	i	i	0	i	i	i
> COc1ccc(C([O-])=Nc2ccc[n+](-c3nc4ccccc4nc3NS(=O)(=O)c3ccccc3)c2)cc1
  2	i	i	-6	-3	i	.	.	i	i	i
> COC(=O)c1cnc(NNC(=O)c2ccc([N+](=O)[O-])cc2)nc1C(F)(F)F
  0	i	i	-6	-3	i	i	3	i	i	i
> Cc1nc2nc(-c3ccccc3)cc(=O)n2[nH]1
  0	i	i	-12	-1	i	i	5	i	i	i
> Cc1cc(N2CCN(S(=O)(=O)c3ccc4ccccc4c3)CC2)n2ncnc2n1
  1	i	i	-15	-3	i	i	2	i	i	i
> O=C1Nc2ccccc2C12OC1CCCCC1O2 (stereo not drawn)
  1	i	i	-2	0	i	i	-3	i	i	i
> CCOC(=O)N1CCC(Nc2c(NCCCN3CCN(c4ccc(OC)cc4)CC3)c(=O)c2=O)CC1
  -2	i	i	-14	-3	i	i	-7	i	i	i
> Cc1cc(=O)oc2c(CN3CCN(CCO)CC3)c(O)ccc12
  -2	i	i	-9	-2	i	i	-2	i	i	i
> Cc1cccc2cc(C#N)c(SCCN3CCCCC3)nc12
  -3	i	i	-9	2	i	.	.	i	i	i
> O=C(COc1ccc2c(c1)CCC2)NCc1ccc(Cl)cc1
  -9	i	i	-8	-2	i	i	9	i	i	i
> CCCCn1c(N)c(N(CC(C)C)C(=O)c2ccco2)c(=O)[nH]c1=O
  6	i	i	-16	-3	i	i	-10	i	i	i
> N#Cc1ccc(Sc2ccccn2)c([N+](=O)[O-])c1
  0	i	i	-10	0	i	i	4	i	i	i
> Cc1cccc(NC(=O)c2c(C)cc(=O)oc2C)n1
  0	i	i	-2	-1	i	i	12	i	i	i
> CCS(=O)(=O)N1CCN=C1SCc1ccc(F)cc1
  3	i	i	-5	-2	i	i	0	i	i	i
> CCOc1ccc(N(C(=O)CNS(=O)(=O)c2ccccc2)C(CC)C(=O)NCc2ccco2)cc1 (stereo not drawn)
  3	i	i	1	0	i	i	-8	i	i	i
> OCC[C@@H]1C[C@H](O)[C@@H](O)[C@]2(CCCCO2)O1
  -1	i	i	-3	0	i	i	.	i	i	i
> Cc1cc(-c2ccc(C)c(S(=O)(=O)NCCN3CCC(C)CC3)c2)on1
  -1	i	i	-4	5	i	i	-1	i	i	i
> CN(C)CCNC(=O)/C=C/c1cn(-c2ccccc2)nc1-c1cc2ccccc2oc1=O
  2	i	i	-17	1	i	i	3	i	i	i
> CSCC[C@H](NC(=O)CCNC(C)=O)c1nc2ccccc2[nH]1
  2	i	i	-13	2	i	i	0	i	i	i
> CC(NC(=O)C1C2C=CC(C2)C1C(=O)O)c1ccccc1 (stereo not drawn)
  -2	i	i	-3	1	i	i	-3	i	i	i
> Fc1ccc(C2C3=C(Nc4ncnn42)c2ccccc2OC3c2ccncc2)cc1 (stereo not drawn)
  -6	i	i	-14	-1	i	i	9	i	i	i
> COC(=O)[C@H](CC(C)C)NC(=O)NC1CCCCC1C (stereo partly drawn)
  3	i	i	-9	-1	i	i	-1	i	i	i
> Cc1c(C(c2ccccc2Br)c2c(C)n(C)n(-c3ccccc3)c2=O)c(=O)n(-c2ccccc2)n1C
  0	i	i	-7	0	i	i	.	i	i	i
> Cc1cccc(Cc2nnc(CCC(=O)N(C)CCc3ccccc3)o2)c1
  -1	i	i	-4	0	i	i	3	i	i	i
> CN(CC(=O)NCc1cccnc1)S(=O)(=O)c1ccccc1
  1	i	i	-11	-3	i	i	-1	i	i	i
> COc1cccc(OC)c1C(=O)NNS(=O)(=O)c1ccc2ccccc2c1
  0	.	i	-10	.	i	i	-1	i	i	i
> CC(=O)Nc1ccc(-c2nnc(SCC(=O)Nc3ccc4c(c3)oc3ccccc34)n2C)cc1
  3	i	i	-12	-1	i	i	2	i	i	i
> CCOC(=O)/C(=N/Nc1ccccc1OC)N1CCCc2ccccc21
  -3	i	i	2	0	i	i	.	i	i	i
> CC1(C)C(=O)Nc2ccccc2N1C(=O)CSc1nc(-c2ccccc2)cs1
  2	i	i	-9	2	i	i	-3	i	i	i
> N#C/C(=C\Nc1ccc(Cl)cn1)S(=O)(=O)c1ccccc1
  2	i	i	-9	7	i	i	.	i	i	i
> COc1cccc(C(=O)CC(=O)C(=O)Nc2cccc([N+](=O)[O-])c2C)c1
  0	i	i	-5	-2	i	i	-1	i	i	i
> COc1ccc(OC)c(NC(=O)CSc2ccc(-c3ccco3)nn2)c1
  2	i	i	-9	0	i	i	-7	i	i	i
> O=C(COC(=O)Cn1cnc2ccccc21)Nc1ccc2c(c1)C(=O)c1ccccc1C2=O
  -1	i	i	-2	-1	i	i	26	i	i	i
> Cc1ccc(C)c(N2CN(CCC3=CCCCC3)CNC2=S)c1
  -2	i	i	-10	-4	i	i	.	i	i	i
> CCOc1ccc(NC(=O)CNC(=O)c2nn(-c3ccc(OC)c(OC)c3)c(=O)c3ccccc23)cc1
  .	i	i	-12	-2	i	i	-3	i	i	i
> Cc1c(Cl)c(=O)n2c(=O)c(Cl)c(C)n12
  4	i	i	-6	-1	i	i	-1	i	i	i
> Cc1ccc2nc(N/N=C/c3ccccc3F)nc(-c3ccccc3)c2c1
  -1	i	i	-9	.	i	i	7	i	i	i
> O=C(NCC1CCCO1)c1coc2nc3ccccc3nc12 (stereo not drawn)
  -6	i	i	-10	8	i	i	10	i	i	i
> c1ccc(-c2onc(-c3ccco3)c2-c2ccc3c(c2)OCO3)cc1
  1	.	i	-7	3	i	i	1	i	i	i
> CC(C)c1c(O)nc(SCC(=O)N2CCOCC2)[nH]c1=O
  2	i	i	-1	1	i	i	-1	i	i	i
> CC(=O)NC(Cc1ccccc1)C(=O)NC1CCN(C(=O)NC2CCCCC2)CC1 (stereo not drawn)
  1	i	i	-9	0	i	i	4	i	i	i
> Oc1ccccc1/C=N/n1cnn(Cc2ccccc2Cl)c1=S
  -3	i	i	-3	0	i	i	-5	i	i	i
> Cc1ccc(NC2c3ncccc3C(=O)N2c2ccccc2C)cc1C (stereo not drawn)
  9	i	i	-11	-3	i	i	6	i	i	i
> Cc1cc(C(=O)OCC(=O)Nc2ccc(F)cc2F)c(C)o1
  4	i	i	-1	2	i	i	-3	i	i	i
> O=C(COC(=O)c1ccc(NS(=O)(=O)c2cccs2)cc1)NCc1ccco1
  2	i	i	-9	-3	i	i	4	i	i	i
> CN(C)c1cc(-c2ccc(Cl)c(Cl)c2)oc(=O)c1Cl
  3	i	i	-3	-1	i	i	4	i	i	i
> CCCN(CCC)CCCNC(=O)c1cc2c(=O)n(CC)c3ccccc3c2s1
  -1	i	i	-10	5	i	i	2	i	i	i
> O=C1C=C(c2ccccc2)C[C@H](c2cccs2)[C@H]1n1cnc([N+](=O)[O-])c1
  2	i	i	-5	-2	i	i	-5	i	i	i
> CC(C)CNS(=O)(=O)c1ccc(CC(C)C)cc1
  -1	i	i	-17	-4	i	i	-1	i	i	i
> CC(C)N(CCc1ccncc1)C(=S)Nc1ccc(F)c(Cl)c1
  -1	i	i	-11	1	i	i	4	i	i	i
> COc1ccc(CC(=O)NC2CCN(CC(=O)Nc3ccc4c(c3)OCCO4)CC2)cc1OC
  0	i	i	-19	-1	i	i	3	i	i	i
> CCN(CCn1cccn1)C(=O)CCc1nnc(Cc2c[nH]c3ccccc23)o1
  -2	i	i	-6	1	i	i	3	i	i	i
> Cc1ccccc1C(=O)N/N=C/c1cccc2ccccc12
  3	i	i	-10	0	i	i	-1	i	i	i
> CCc1cccc(OCC2Cn3c(nc4c3c(=O)[nH]c(=O)n4C)O2)c1 (stereo not drawn)
  2	i	i	-3	3	i	i	0	i	i	i
> CCOC(=O)c1cnc2c(C)cccc2c1NCCc1ccc(OC)c(OC)c1
  4	i	i	-13	0	-7.4*	i	8	i	i	i

# Not all compounds are listed. The share of hits here may be higher or lower than overall.
